Screening data (PubChem)
RXFP1 ag = RXFP1 (human) receptor agonism; 370,000 compounds, 0.3% hits; Q9HBX9; HEK293T-RXFP1 cAMP TR-FRET, 30 min; response scale: percent of porcine relaxin response, buffer zero; Potency, µM (highest dose often 57.5 µM), without a hit: top-dose activation, hits mostly activators; also: potency is read from the fitted curve at half-maximal effect; % is scaled to controls: 0 for no effect and ±100 for the full control effect; nearly all actives have a fitted effect of over 60% in size; many of its hits are not listed in these tables
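cAMP rise read by TR-FRET after 30 min, 37C compound exposure (up to 58 uM) in RXFP1-transfected HEK293 cells with Ro 20174 present. EC50 from Hill-equation fits, with 29 nM porcine relaxin as 100% and buffer as basal.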
D1 PAM = potentiators of human D1 dopamine receptor | P21728 | HEK293 TREx D1 cells, calcium flux, dopamine EC20 potentiation | potentiation, % at 10 µM | 360,000 compounds, 0.036% hits; in the data active = potentiation above about 30%; also: 0% is about no effect
Target sequence (P21728 whole entry, looked up): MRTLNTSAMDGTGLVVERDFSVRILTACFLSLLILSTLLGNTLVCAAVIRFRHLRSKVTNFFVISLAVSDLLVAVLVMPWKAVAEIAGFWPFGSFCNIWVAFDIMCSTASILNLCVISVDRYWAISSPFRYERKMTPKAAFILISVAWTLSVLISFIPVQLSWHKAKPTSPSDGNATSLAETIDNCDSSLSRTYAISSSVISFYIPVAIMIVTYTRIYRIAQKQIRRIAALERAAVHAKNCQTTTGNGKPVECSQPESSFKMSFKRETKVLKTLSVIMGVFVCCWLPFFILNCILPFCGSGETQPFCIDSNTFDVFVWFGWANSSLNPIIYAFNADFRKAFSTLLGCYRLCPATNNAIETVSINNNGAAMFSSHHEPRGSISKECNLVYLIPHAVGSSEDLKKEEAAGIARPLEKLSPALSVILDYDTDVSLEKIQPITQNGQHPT
GRP78 ERSR act = ER stress response induction in glioma; 420,000 compounds, 0.02% hits; U87-MG GRP78 promoter luciferase reporter, 16 h; Potency, µM, for the others: at the top dose activation, hits mostly activators; also: potency is read from the fitted curve at half-maximal effect; series mostly up to about 76 µM; % of control where 0% means no effect; nearly all actives have a fitted effect of over 35% in size
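Stably transfected U87-MG human glioma cells carrying a GRP78-based luminescent sensor were seeded at 1000 cells/well, pin-dosed with compounds and incubated 16 h. Luciferase reagent was then added, and end-point luminescence was read after 10 min at room temperature.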
D2 PAM = positive allosteric modulators of human D2 dopamine receptor; AID 485347; HEK293 T-REx D2, calcium flux, EC20 dopamine potentiation; potentiation, % at 10 µM; 340,000 compounds, 0.34% hits; P14416;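 active = potentiation over 3 SD above the plate norm, cut at about 30% in these data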; also: 0% is about no effect
Target sequence (P14416 whole entry, looked up): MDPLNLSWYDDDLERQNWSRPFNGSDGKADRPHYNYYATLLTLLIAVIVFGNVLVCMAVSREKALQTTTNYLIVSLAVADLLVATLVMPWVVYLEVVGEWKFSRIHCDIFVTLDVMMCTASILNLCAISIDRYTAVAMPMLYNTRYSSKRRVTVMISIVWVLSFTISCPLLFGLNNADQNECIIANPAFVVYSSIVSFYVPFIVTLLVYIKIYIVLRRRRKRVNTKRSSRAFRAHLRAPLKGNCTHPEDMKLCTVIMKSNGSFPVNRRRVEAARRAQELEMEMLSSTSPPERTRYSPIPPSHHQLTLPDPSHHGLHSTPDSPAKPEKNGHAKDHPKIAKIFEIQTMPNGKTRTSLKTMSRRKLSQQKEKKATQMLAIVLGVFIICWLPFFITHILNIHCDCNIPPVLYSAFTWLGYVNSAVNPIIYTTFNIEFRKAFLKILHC
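Using a no-wash calcium dye in inducible, force-coupled HEK293 Trex cells expressing D2, we tracked fluorescence each second for 180 s after compound, then for 180 s after EC20 dopamine to detect augmented signalling.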
Vif-APOBEC3F blk = inhibitors of Vif-A3F interaction | HeLa A3F-eYFP + Vif (tagged APOBEC3F with the HIV-1 protein that degrades it), YFP fluorescence increase | Potency, µM (series often up to 46.1 µM), inactives show at the highest dose activity, negative = active | 390,000 compounds, 0.2% hits; also: potency is read from the fitted curve at half-maximal effect; % of control where 0% means no effect; nearly all actives have a fitted effect of over 65% in size
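Fluorescence increase (Ex 488/Em 500-530) after overnight compound treatment at 37 deg C flags inhibition of Vif-driven A3F-eYFP loss in stable HeLa A3F-eYFP/Vif cells seeded overnight beforehand.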
D1 ag = human D1 receptor agonism. activation, % at 2 µM. AID 504660. HEK293 T-REx D1 cells, calcium flux, agonist mode. 360,000 compounds, 1% hits. P21728; in the data active = activation above about 30%; also: 0% is about no effect
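Tetracycline-induced HEK293 TREx D1 cells, force-coupled to calcium signalling, were dye-loaded with a no-wash calcium kit. Compound was pin-added after a 10 s baseline. Fluorescence was read kinetically at 1 cycle/s for 180 s, with calcium rises flagged as agonism.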
D1 antag = human D1 dopamine receptor antagonism | P21728 | HEK293 TREx D1 cells, calcium flux, dopamine EC80; active compounds read low | activity change, negative = inhibition, % at 10 µM | 360,000 compounds, 3.2% hits; in the data active = activity change below about -30%; also: % is scaled to controls: 0 for no effect and ±100 for the full control effect
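Kinetic fluorescence of a calcium dye serves as the read-out. D1-expressing Hek293 Trex cells, induced overnight at 30 C, are exposed to compound for 180 s before an EC80 dopamine addition, then read 180 s further.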
Vif-APOBEC3G blk = inhibitors of Vif-APOBEC3G interaction. Q9HC16. HeLa A3G-eYFP + Vif (tagged APOBEC3G with the HIV-1 protein that degrades it), YFP fluorescence, overnight. Potency, µM (doses to about 46.1 µM), inactives show top-dose activity, negative = active, usual class: inhibitors. 410,000 compounds, 0.076% hits;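 also: potency is read from the fitted curve at half-maximal effect; % is scaled to controls: 0 for no effect and ±100 for the full control effect; nearly all actives have a fitted effect of over 60% in size; hits raise eYFP signal because A3G escapes Vif-driven loss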
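Read-out is eYFP fluorescence (Ex 488/Em 500-530) from Vif-expressing HeLa A3G-eYFP cells; more signal means A3G escaped Vif-mediated degradation. Cells plated overnight, compound pinned in, incubated overnight at 37 deg C.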
LDHA inh = blocks human lactate dehydrogenase A. purified LDHA, NADH/diaphorase-resazurin fluorescence; active compounds read low. activity change, % (values are at about 110 or 230 µM). 480,000 compounds, 0.15% hits. P00338. AID 1347041; in the data active = activity change below about -30%; inconclusive = mostly about -25% to -30%;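 also: plate controls were DMSO wells for no effect and wells without enzyme for full effect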
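Remaining NADH was detected by diaphorase (0.133 mg/mL) converting 37 µM resazurin to fluorescent resorufin, read at 0 and 20 minutes. The preceding 5-minute room-temperature reaction used 2 nM LDHA, 0.2 mM sodium pyruvate and 0.06 mM NADH at pH 7.4.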
Active calls of the source: *; ? = inconclusive; . = no result given; & = joins results of further samples. Unless noted, calls follow the shape of the dose curve; as a rule, active = well fitted curve in the direction sought with a large enough effect; inconclusive = small, poorly fitted or top-dose-only effect, or another doubt; inactive = no such curve, though single readings can be large; an effect the other way counts as inactive or inconclusive.

canonical_smiles	RXFP1 ag	D1 PAM	GRP78 ERSR act	D2 PAM	Vif-APOBEC3F blk	D1 ag	D1 antag	Vif-APOBEC3G blk	LDHA inh
CCc1ccc(C(O)(CC(C)C)C(CN2CCOCC2)c2ccccc2)cc1 (stereo not drawn)	5.0%	11	2%	17	-16%	7	18	2%	0
Cc1nc2ccc(NC(=O)CCS(=O)(=O)c3ccccc3)cc2s1	-2.8%	-2	2%	28	0%	10	1	1%	-7
Cc1cc(C)c2nc(C(F)(F)F)nc(NCCCN3CCOCC3)c2c1	4.1%	-5	0%	-7	-10%	6	12	1%	-6
O=C(c1ccco1)N1CCN(CC(O)COc2ccc(Br)cc2)CC1 (stereo not drawn)	0.5%	13	-5%	-19	4%	7	-21	3%	-1
COc1ccc(CC(=O)Nc2cc(=O)n(C)c(=O)n2C)cc1	6.7%	-6	2%	10	-4%	0	-13	3%	-3
O=C(CCN1CCN(Cc2ccccc2)CC1)Nc1ccccc1Cl	3.4%	-2	-2%	-15	3%	3	11	-2%	-15
CN(Cc1cn[nH]c1-c1cc2ccccc2o1)CC1CCOCC1	-1.7%	2	-2%	3	15%	2	1	2%	-1
C[C@@H](NC(=O)OC(C)(C)C)c1nnc(S(=O)(=O)Cc2ccccc2)o1	2.7%	-8	-14%	8	1%	1	-33*	-27%	1
CCC(=O)Nc1c(C(=O)N2CCN(c3ccccn3)CC2)cnn1-c1ccc(Cl)cc1	5.4%	-3	-2%	6	-4%	-1	-18	-2%	-6
O=C(N1CCOCC1)N1CCN(C(c2ccccc2)c2ccccc2)CC1	3.0%	-3	-5%	2	-3%	3	30	1%	-2
CC(C)(C)NC(=S)NNC(=O)c1ccncc1	-1.7%	1	0%	1	?	6	-1	-2%	-6
COc1ccc(CC(=O)N(C)CC(=O)Nc2ccc(F)cc2)cc1S(=O)(=O)N1CCOCC1	2.2%	.	-4%	-6	-7%	4	-13	1%	-3
CCO[C@H]1OC(C(=O)N2CCN(Cc3ccc4c(c3)OCO4)CC2)=C[C@@H](c2ccccc2)[C@@H]1CCCO	1.1%	-1	-4%	-8	1%	1	11	0%	-1
COc1cc(SC)ccc1C(=O)Nc1ccc(Cl)cn1	-0.2%	-4	-13%	-3	?	5	5	-3%	-2
CC(=O)Nc1ccc(NC(=O)CCCSc2nc3ccccc3[nH]2)cc1	7.0%	-3	-2%	7	-38%	3	-5	4%	-1
O=C(NCc1ccc(F)cc1Cl)c1ccc(CSCc2ccccc2Cl)o1	-0.9%	1	-1%	-4	-4%	24	1	1%	3
COC(=O)C(CCSC)NC(=O)c1cc2c(n(-c3ccccc3)c1=O)CC(C)(C)CC2=O (stereo not drawn)	-4.0%&0.2%	-4&2	-2%&-2%	8&3	-12%&3%	-1&2	6&4	-2%&-11%	-7&-1
CCc1nnc(SCC(=O)Nc2ccc(NC(C)=O)cc2)n1-n1cccc1	-0.8%	4	-3%	17	-8%	3	18	0%	-10
COc1ccc(C(=O)CC(=O)C(=O)Nc2ccc(OC)c(Cl)c2)cc1	-1.3%	-1	2%	14	?	1	-4	2%	11
O=C(O)c1ccc2c(c1)c1c3n2CCNC3CCC1 (stereo not drawn)	1.3%	1	-2%	6	14%	1	-17	0%	-6
Cc1ccc(-c2cn3c(n2)sc2cc(C(=O)NCCCN4CCCCCC4)ccc23)cc1	2.5%	-2	6%	0	3%	2	10	?	1
COc1ccc(CN2CCNC(=O)C2CC(=O)N(C)C2CCOCC2)cc1OC (stereo not drawn)	.	.	-4%	.	2%	.	.	0%	3
CC(C)CC(=O)N1CCN(Cc2ccccc2Br)CC1	0.7%	3	3%	-13	-1%	3	3	-1%	-18
CC1(C)C(=O)N(c2ccccc2Cl)C(=O)c2ccccc21	-1.1%	-6	-1%	21	?	-1	0	-6%	-6
Cc1ccc2c(CSc3nnc(N)s3)cc(=O)oc2c1	0.3%	-3	3%	-8	9%	5	0	4%	-5

Quoted at random: two compounds from above
canonical_smiles	RXFP1 ag	D1 PAM	GRP78 ERSR act	D2 PAM	Vif-APOBEC3F blk	D1 ag	D1 antag	Vif-APOBEC3G blk	LDHA inh
Cc1cc(C)c2nc(C(F)(F)F)nc(NCCCN3CCOCC3)c2c1	4.1%	-5	0%	-7	-10%	6	12	1%	-6
O=C(N1CCOCC1)N1CCN(C(c2ccccc2)c2ccccc2)CC1	3.0%	-3	-5%	2	-3%	3	30	1%	-2

The list goes on:
canonical_smiles	RXFP1 ag	D1 PAM	GRP78 ERSR act	D2 PAM	Vif-APOBEC3F blk	D1 ag	D1 antag	Vif-APOBEC3G blk	LDHA inh
CN1CCN(C(=O)c2ccc(-c3cccs3)s2)CC1	-0.5%	-4	-7%	0	-1%	1	-23	0%	-2
COc1cc(-c2nnc(-c3ccc(N4CCOCC4)cc3)o2)cc(OC)c1OC	16%	1	-4%	1	-2%	2	-20	2%	-1
CCOc1ccc(NC(=O)CN(C)C(=O)/C=C/c2ccco2)cc1OCC	-0.4%	-3	0%	-2	0%	0	0	0%	0
Cc1cc(OCC(=O)N2CCC[C@@H]2C(=O)O)c2c(C)c(C)c(=O)oc2c1	8.8%	-3	-4%	-8	0%	2	3	-2%	-7
Cc1ccc(CC2CC(=O)N(CC(=O)O)C2=O)cc1 (stereo not drawn)	0.4%	4	-2%	-9	5%	2	6	-2%	2
CCn1cc(C(=O)N2CCN(c3ccccc3)CC2)c(=O)c2cc(S(=O)(=O)N(C)C3CCCCC3)ccc21	3.6%	-1	-3%	4	-10%	1	-19	-8%	-3
Cc1cccc(/C=N/NC(=O)c2cc(C3CC3)nc3ccccc23)n1	0.3%	2	-4%	2	-1%	1	-1	-10%	0
COc1ccc(C(=O)Nc2ccc(N3CCN(Cc4ccccc4)CC3)cc2)cc1	-0.7%	-3	-9%	-9	-7%	5	-10	-1%	-17
O=C1CN(C(=O)COC(=O)c2cccc(S(=O)(=O)NCc3ccccc3)c2)c2ccccc2N1	2.0%	-3	-5%	4	1%	10	1	3%	-5
CCOc1ccc(CCNC(=O)Cc2nn[nH]n2)cc1OCC	1.0%	-2	-4%	8	6%	5	22	-2%	3
CN1CCC(N(C)S(=O)(=O)c2ccc(NC(=O)COc3cccc(C(F)(F)F)c3)cc2)CC1	-2.2%	-10	-1%	-1	-16%	11	-24	1%	-5
O=S(=O)(NCC(Nc1ccc(Cl)cc1)c1ccccc1)c1ccccc1 (stereo not drawn)	2.0%&-0.3%	-4&-6	-5%	3&-4	1%	1&5	-21&-3	-18%	-2&1
O=c1oc2ccccc2cc1-c1cn(-c2ccccc2)c(=S)[nH]1	3.8%	-2	-13%	-7	6%	7	-12	?	-3
CCOC(=O)c1cc2c(ccn2C)n1CC(=O)N(Cc1ccccc1)c1ccc(F)cc1	4.5%	0	-2%	-5	?	2	-37*	-6%	6
O=C(CSc1nnc2n1CCCN2)c1ccc([N+](=O)[O-])cc1	2.1%	6	3%	10	-1%	1	-1	-1%	-3
CC[C@H](C)/C=C(C)/C=C/C(=O)Cc1cc(O)c(C)c(O)c1C=O	-0.3%	-7	-2%	-1	-24%	14	-16	-5%	7
O=C(c1nc2ccccn2c1CN1CCCC(O)C1)N1CCN(C2CCCCC2)CC1 (stereo not drawn)	1.7%	-2	6%	-6	-21%	0	-18	3%	-6
CCC1(c2ccccc2)ON(c2c(Br)cccc2Br)C1=O (stereo not drawn)	0.3%	2	-9%	-1	6%	1	-16	-19%	1
O=C(CNS(=O)(=O)c1ccc(F)c(Cl)c1)N1CCCCCC1	0.1%	3	-1%	5	1%	1	-7	3%	-9
c1ccc(-n2cc(CN3CCCC3)c(-c3ccc4c(c3)OCO4)n2)cc1	-1.8%	-7	0%	5	-1%	18	8	0%	-1
Cc1ccccc1C(=O)NCC(=O)OCCCOC(=O)CNC(=O)c1ccccc1C	0.7%	1	-2%	-1	-25%	3	3	2%	-8
COC(=O)CNC(=O)CNC(=O)c1nn(-c2ccc(OC)c(OC)c2)c(=O)c2ccccc12	11%	0	-4%	9	1%	4	-8	2%	-1
COC(=O)c1ccccc1NC(=O)c1ccnn1C	-1.0%	-2	-4%	8	0%	0	-9	-1%	-9
COc1ccc(C(=O)OCC(=O)NC(=O)NC2CCCC2)c(O)c1	-0.4%	-12	-2%	-4	-11%	4	-1	0%	-1
CCOP(=O)(OCC)C(Nc1ccc(OC)cc1)c1ccco1 (stereo not drawn)	0.3%	1	-3%	.	-20%	0	-12	1%	-2

The listing continues:
canonical_smiles	RXFP1 ag	D1 PAM	GRP78 ERSR act	D2 PAM	Vif-APOBEC3F blk	D1 ag	D1 antag	Vif-APOBEC3G blk	LDHA inh
COc1ccccc1C(O)Cc1nc2ccccc2n1C (stereo not drawn)	1.0%	1	2%	2	-8%	1	-6	-3%	-1
COc1cc(NC(=NS(=O)(=O)c2ccccc2)c2ccccc2)ncn1	.	.	-2%	.	-2%	.	.	1%	-1
CN1CCN(C(=O)/C(=C/c2ccccc2Cl)NC(=O)c2ccccc2)CC1	0.2%	.	-4%	4	13%	10	3	-1%	-4
Cc1ccc(C)c(N2CCN(C(=O)C3CCCN(S(=O)(=O)c4cccc5nonc45)C3)CC2)c1 (stereo not drawn)	-3.7%	-2	-1%	5	1%	5	-7	2%	6
CC(C)OCCCn1c(SCC(=O)c2ccccc2)nc2c(sc3ccccc32)c1=O	1.6%	3	-3%	-3	1%	-1	4	1%	-7
O=c1[nH]c(C2CCN(S(=O)(=O)Cc3ccccc3)CC2)nc2c1nnn2Cc1cccc(Cl)c1	3.8%	4	-1%	-6	-6%	1	3	1%	-1
Cc1cc(C(=O)C(=O)Nc2nnc(C(C)C)s2)c(C)n1-c1ccccc1	2.3%	-2	-10%	9	-9%	8	-10	-3%	0

Some of the compounds tested (hit frequency here may not be typical).
